TNFa cytotox: HUVEC cytotoxicity counter-screen, TNF alpha stimulated; HUVEC TNFalpha-stimulated, Hoechst cell count, imaging; 93,000 tested, 0.17% active; cell count reduction, % at 2 µM;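 active = cell count reduction exceeding the screen mean by over 5 SD, scaled to untreated wells per plate, cut at about 78% in these data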;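 also: cells counted after 24 h of TNF alpha exposure following the 1 h pretreatment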
HUVEC inhibit: blocks proliferation of human endothelial cells; HUVEC proliferation, CellTiter-Glo luminescence, 72 h; stronger effect = lower value; viability, % at 10 µM (by protocol); 86,000 tested, 1.1% active; AID 648;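 active = viability at or below 30%; inactive = viability above 30%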;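 also: 100% = median luminescence of DMSO-only cell control wells on each plate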
HUVEC tox IL1B: toxic to HUVEC cells under IL-1B stimulation. HUVEC cell count loss, Hoechst imaging, IL-1B stimulated. cell count reduction, % at 2 µM. 94,000 tested, 0.41% active;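 active = cell count reduction more than 3 SD above the screen-wide mean, cut at about 70% in these data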;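 also: normalized per plate to untreated control cells as the no-loss baseline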
Fibroblast inh: blocks proliferation of human lung fibroblasts. LL 47 human lung fibroblast viability, ATP luminescence; stronger effect = lower value. viability, % at 10 µM. 85,000 tested, 1.1% active. AID 719;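 active = viability at or below 50% in the single dose screen; inactive = viability above 50%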;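 also: compound exposure lasted 72 h before the ATP readout; 100% = median luminescence of untreated cell-only wells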
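Benchmarks: Cell-only wells, no compound | Test system: LL 47 human lung fibroblasts, passage 12 or lower | Input: 1,150 cells/well | Measured by: CellTiter-Glo luminescence measuring cellular ATP | Medium: IMEM, 15% FBS supplement | Schedule: Overnight attachment after seeding, then 72 h compound exposure at 37 °C | Doses: Compound addition at 0.1% DMSO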
VCAM1 TNFa inh: reduces TNF alpha induced VCAM1 expression in HUVEC | 95,000 tested, 0.48% active | HUVEC TNFa-induced VCAM-1 immunofluorescence, high-content imaging | inhibition, % at 2 µM;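 active = inhibition above the batch mean plus 3 SD, with images confirmed as a hit by eye, cut at about 37% in these data; inconclusive = inhibition above that limit but hit not confirmed in images; inactive = inhibition not above that limit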;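 also: 0% = TNF-stimulated DMSO wells and 100% = unstimulated control wells; not every result past the cut was called active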
PTK2B oligo ant: antagonists of human Pyk2 oligomerization. Q293 cells, Pyk2 FERM NanoBiT luminescence; stronger effect = lower value. AID 1347419. Q14289. z-score (the deposit names both 25 µM and 10 µM). 99,000 tested, 0.83% active;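 active = Z-score of -3 or lower, scaled per plate to the spread of control and sample wells; inactive = z-score above -3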;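 also: negative z-score means lost luminescence so less FERM oligomerization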
H69AR inhibit: blocks growth of human H69AR lung tumor cells. viability, % at 10 µM. H69AR lung tumor viability, ATP luminescence, 72 h; stronger effect = lower value. 85,000 tested, 6% active;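 active = viability at or below 40%; inactive = viability above 40%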;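 also: multidrug resistant small cell line overexpressing MRP-1 efflux transporter; 100% = mean luminescence of untreated control wells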
F-actin modifier: alters cytoskeleton assembly in HUVEC cells; HUVEC TNFa F-actin phalloidin imaging, high content; inhibition, % at 2 µM; 91,000 tested, 0.18% active; AID 836;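 active = inhibition above the batch mean plus 3 SD and confirmed as a hit by visual image inspection, cut at about 30% in these data, passing the limit was not always enough; inconclusive = above the inhibition threshold but rejected on visual inspection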; also: strong numbers were not always called active
Smad3 inh: inhibitors of human Smad3 transcription factor binding | P84022 | TR-FRET Smad3/Dy647-FoxH1 peptide binding, europium anti-His | inhibition, % at 25 µM | 88,000 tested, 0.29% active;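 active = compounds that reduce the energy-transfer binding signal between the protein and its labelled peptide by more than half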;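 also: 0% = Smad3 plus labelled peptide maximal FRET and 100% = peptide-only background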
Target sequence (P84022 whole entry, looked up): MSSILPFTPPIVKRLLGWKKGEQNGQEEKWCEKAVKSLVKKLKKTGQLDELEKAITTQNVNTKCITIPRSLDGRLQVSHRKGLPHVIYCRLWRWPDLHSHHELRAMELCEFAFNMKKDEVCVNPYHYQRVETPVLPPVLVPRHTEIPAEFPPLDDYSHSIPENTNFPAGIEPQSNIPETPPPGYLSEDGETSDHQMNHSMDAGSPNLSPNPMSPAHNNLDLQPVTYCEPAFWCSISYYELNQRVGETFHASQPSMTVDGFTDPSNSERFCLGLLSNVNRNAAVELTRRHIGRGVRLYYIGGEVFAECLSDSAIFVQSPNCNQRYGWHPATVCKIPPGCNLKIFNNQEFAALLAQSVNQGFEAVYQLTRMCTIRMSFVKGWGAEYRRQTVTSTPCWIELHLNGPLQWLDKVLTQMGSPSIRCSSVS
An asterisk follows results filed as active; ? = inconclusive; / = not tested or not shown; [ ] = dose if it differs, or a comment. The list is partial; count on the stated rates, not on these rows.

Order of values: TNFa cytotox	HUVEC inhibit	HUVEC tox IL1B	Fibroblast inh	VCAM1 TNFa inh	PTK2B oligo ant	H69AR inhibit	F-actin modifier	Smad3 inh
[1] CC1(C(=O)O)CC(C)(C(=O)O)CC(C)(C(=O)O)C1 (stereo not drawn)
→ 5	91	-4	101	4	1.6	90	-16	2
[2] COc1ccc(OC)c(NC(=O)CSC2=NCCS2)c1
→ 17	78	10	100	19	-0.07	95	38	3
[3] CNc1nc(C)c(C(=O)OCC(=O)OC)s1
→ /	88	/	95	/	1.7	102	/	11
[4] Cc1nn(Cc2ccccc2)c(C)c1NC(=O)CSc1nc(C2CC2)nc2c1cnn2-c1ccccc1
→ -1	/	-10	/	-1	0.77	/	-4	/
[5] CCOC(=O)N(Cc1ccccc1)C(C(=O)O)C(C(=O)O)N(Cc1ccccc1)C(=O)OCC (stereo not drawn)
→ 24	97	10	99	-5	-0.86	87	-18	-5
[6] CC12CCC(C(=O)NCc3cccnc3)(OC1=O)C2(C)C (stereo not drawn)
→ -24	91	-34	98	8	-1.2	94	-9	9
[7] COC(=O)c1cccc(NC(=O)c2nn(C(C)C)c(=O)c3ccccc23)c1
→ 43	/	25	/	61	-0.81	/	-14	/
[8] CCc1ccc(-n2c(CSc3nnnn3-c3ccccc3)nc3ccccc3c2=O)cc1
→ -10	105	-5	108	5	0.57	79	1	-14
[9] COc1ccccc1NS(=O)(=O)c1cccc2cccnc12
→ /	104	/	105	/	/	103	/	3
[10] C=CCSc1nc(N)c(C(=O)Nc2ccccc2C)cc1C(N)=O
→ -20	95	2	90	0	-0.34	74	9	-7
[11] O=C(c1coc(=O)c(Br)c1)N1CCOCC1
→ 5	/	-14	/	31	0.65	/	1	/
[12] COc1ccc(NC(=O)c2cc(C(C)C)on2)cc1OC
→ 1	100	-40	98	-8	0.1	86	8	3
[13] CC(C)COC(=O)NCCCOC(=O)Nc1ccccc1
→ 16	95	11	97	12	0.11	96	-9	-3
[14] Nc1nc(CN2CCCCCC2)nc(Nc2ccc(F)cc2)n1
→ -6	101	4	110	1	1.8	88	-4	-12
[15] COc1ccccc1-c1c(C)nn2c(N3CCN(c4ccccc4OC)CC3)cc(C)nc12
→ -11	81	-10	106	4	/	93	-10	-2
[16] CCCCN1C=C(C(=O)OC)C(c2ccccc2C(F)(F)F)C(C(=O)OC)=C1
→ 8	96	42	88	38	0.22	77	-12	4
[17] Cc1cc(C)n2nc(C(=O)NC(C)(C)C)nc2n1
→ 14	/	-37	/	2	-0.2	/	-39	/
[18] O=C(Cn1cc2c(n1)CCCCC2)NCCN1CCOCC1
→ /	95	/	98	/	/	64	/	-4
[19] CCOc1ccc2c(C)c(C)c(=O)oc2c1OCC
→ -26	98	14	102	7	0.2	99	-8	6
[20] CC(C)N(Cc1cc2ccccc2[nH]c1=O)C(=O)C1CCCCC1
→ -22	107	-12	114	8	-0.23	98	27	2
[21] O=C1c2ccccc2-c2nc3ncnn3c(-c3ccccc3Cl)c21
→ -32	82	3	81	-3	/	71	16	4
[22] O=C(O)CC1SC(=Nc2cccc(O)c2)NC1=O (stereo not drawn)
→ /	94	/	103	/	-0.19	99	/	-6
[23] CCCn1c(=O)[nH]c(=O)c2c1nc(-c1ccccc1OC(F)F)n2CCOC
→ -34	93	-4	95	14	-0.31	88	6	-3
[24] CC(C)C[C@H](NC(=O)Nc1cccc(Cl)c1)C(=O)O
→ -12	101	7	99	-5	0.22	95	55	-19[fluorescence artefact?]
[25] COc1ccc(-c2cc(C(=O)OCC(=O)N(C)C)c3ccccc3n2)cc1
→ -2	95	8	91	0	-0.28	82	-3	4
[26] N#Cc1nc(-c2ccc(OCc3ccccc3)cc2)oc1N1CCOCC1
→ -12	53	-32	111	1	0.21	96	-22	-6
[27] CCOC(=O)COc1cc2c(C(=O)OCC)c(C)oc2cc1Br
→ -7	67	4	95	12	1.2	83	17	5[fluorescence artefact?]
[28] COc1cccc(-n2nc3c(=S)[nH]nc(C)c3c2C)c1
→ -23	/	-32	/	-1	-0.26	/	-8	/
[29] Fc1ccccc1CNc1cc(Cl)cc(Cl)c1
→ 8	/	-2	/	-10	-0.65	/	-6	/
[30] CC(=O)/C(=N/Nc1ccccc1C)N1CCOCC1
→ -3	/	-63	/	10	0.17	/	6	/
[31] OC12CCCCC1C(c1ccc3c(c1)OCO3)N(Cc1ccc(F)cc1)CC2 (stereo not drawn)
→ -30	107	-20	88	-1	0.6	42	-8	0
[32] Cc1cccc(C2Nc3ccccc3C(=O)N2c2ccc(F)cc2)n1 (stereo not drawn)
→ -17	97	-35	93	-8	-0.26	92	-5	10
[33] CCOC(=O)c1c(-c2ccncc2)csc1N
→ 2	91	14	98	12	-0.14	89	-20	2
[34] CN1CC2(C)CN(C(c3ccccc3)c3ccccc3)CC(C)(C1)C2O (stereo not drawn)
→ /	89	/	99	/	0.24	78	/	-2
[35] Cc1ccc(C)c(N2CCN(c3nc4ccccc4c(=O)n3Cc3ccccc3)CC2)c1
→ 17	100	13	87	-8	/	81	-1	2
[36] O=[N+]([O-])c1cccc(Cl)c1NCCNc1ncc(C(F)(F)F)cc1Cl
→ 7	/	15	/	-10	-0.54	/	-22	/
[37] O=C(CCN1CCC(c2ccccc2)C1)c1ccccc1 (stereo not drawn)
→ 4	/	-5	/	4	0.8	/	-19	/
[38] CNC(=O)CC12CC3CC(CC(C3)C1)C2
→ -16	98	-2	98	-3	1.2	99	4	-7
[39] COc1ccc(C(=O)/C(=C/c2cccs2)c2nc3ccccc3o2)cc1
→ -19	76	6	96	-5	-1.7	74	/	6
[40] CCOC(=O)c1c(N)c(C#N)c2n1CCCCC2
→ -7	101	-24	98	13	0.74	84	-6	0
[41] CCOc1ccc2nc(NC(=O)C(CC)Sc3nc(C)cc(=O)[nH]3)sc2c1 (stereo not drawn)
→ -11	84	-9	117	-3	0.26	100	22	5
[42] CC(C)Cn1c(SCC(=O)N2CCN(S(=O)(=O)c3ccccc3)CC2)nc2ccccc21
→ -22	82	1	95	12	-0.84	31*	-32	2
[43] CCOC(=O)CN1CC23C=CC(O2)C(C(=O)NC2CCCCC2)C3C1=O (stereo not drawn)
→ -44	104	1	94	-34	1	93	0	12[fluorescence artefact?]
[44] COC(=O)c1cc2ccsc2n1CC(=O)N(C)c1ccccc1
→ -24	99	-33	106	-1	-1.6	83	-5	-10
[45] CCCCC(=O)OCCNC(=O)c1cc2ccccc2oc1=O
→ -35	88	22	108	10	0.13	94	0	1
[46] O=C(CCC1CCCCC1)Nc1ncn[nH]1
→ -7	104	-18	101	-1	-0.34	91	12	7
[47] COc1ccccc1NC(=O)CCN1CC(C)OC(C)C1 (stereo not drawn)
→ /	102	-2	97	20	2	98	-13	-10
[48] CC1(C)Cc2ccccc2-c2nnnn21
→ -28	107	-38	100	14	-0.13	97	/	-6
[49] CCN1CCCC1CNC(=O)c1cc2c(-c3cccc(OC)c3)nn(C)c2s1 (stereo not drawn)
→ /	47	/	70	/	0.14	60	/	-8
[50] CCOC(=O)c1c(-c2ccccc2)nc2ccccn12
→ 6	/	-6	/	23	-0.7	/	-2	/
[51] Fc1ccccc1NC(=S)NN(Cc1ccccc1)c1ccccc1
→ 0	/	-5	/	-34	-1.2	/	17	/
[52] O=C(Cn1nnc(-c2ccccc2Cl)n1)N/N=C/c1ccc2c(c1)OCO2
→ 10	/	-10	/	-4	1.6	/	-11	/
[53] Cc1oc2ccccc2c1-c1cn2c(n1)SCC2
→ -15	87	/	101	5	-0.56	101	10	-5
[54] COc1ccccc1C(OC(=O)c1cccs1)C(=O)NCc1ccco1 (stereo not drawn)
→ -16	102	4	96	9	0.02	92	-10	-1
[55] CCn1c(C(=O)N2CCC(C(=O)N3CCN(c4ccccn4)CC3)CC2)cc2sccc21
→ -17	78	-25	98	6	/	55	-12	1
[56] Cc1nc(NS(=O)(=O)c2ccccc2)sc1NC(=O)OC(C)C
→ -4	/	-18	/	0	0.42	/	8	/
[57] COc1cccc(/C=N/NC(=O)CCc2c(C)n[nH]c2C)c1
→ -30	93	0	94	10	0.15	93	12	2
[58] CC/C(=N\NS(C)(=O)=O)c1ccccc1
→ 3	97	5	101	12	/	104	/	5
[59] O=C(OCC(=O)N1CCN(C(=O)c2ccco2)CC1)c1cc(-c2ccccc2)nc2ccccc12
→ 10	79	5	96	-10	-0.56	85	-28	6
[60] Cc1ccnc(N2CCC(C(=O)Nc3cccc(C(F)(F)F)c3)CC2)n1
→ /	99	/	106	/	-0.41	90	/	-13

Remaining list, next part.
Order of values: TNFa cytotox	HUVEC inhibit	HUVEC tox IL1B	Fibroblast inh	VCAM1 TNFa inh	PTK2B oligo ant	H69AR inhibit	F-actin modifier	Smad3 inh
[61] c1ccc(Cc2nn3c(Cn4nnc5ccccc54)nnc3s2)cc1
→ 18	83	-33	88	-3	-0.45	99	-23	-6
[62] Cc1nn(C)c(C)c1S(=O)(=O)N(CC(=O)NC1CCCCCC1)c1ccc(C(C)C)cc1
→ -25	98	-1	95	10	/	59	-9	5
[63] CCOC(=O)c1nnc(-c2ccccc2)nc1NCc1ccccc1
→ 3	/	-31	/	-6	-2	/	-22	/
[64] CCCCN(Cc1cc2cc(OC)ccc2[nH]c1=O)C(=O)COc1ccccc1
→ /	93	-22	104	-14	1.2	39*	5	-7
[65] CCc1c(C)nc2cc(-c3cc(OC)cc(OC)c3)nn2c1N1CCN(CCN2CCOCC2)CC1
→ -12	68	-4	86	5	-0.09	47	-27	0
[66] CCc1ccc(-c2nc(CN3CCC(C(=O)NCc4ccco4)CC3)c(C)o2)cc1
→ -4	50	28	92	17	/	90	?	-1
[67] CCn1c2ccccc2c2cc(NC(=O)CSc3nnc(-c4ccccc4OC)n3N)ccc21
→ 2	72	-6	91	-14	-0.83	/	2	7
[68] COc1ccc(-c2oc(NC(=O)CSc3ncn[nH]3)c(C#N)c2-c2ccc(OC)cc2)cc1
→ -9	70	1	90	-2	-4*	29*	4	-9
[69] Cc1ccc(CC(=O)Nc2ccccc2N2CCOCC2)cc1C
→ -7	97	-6	98	-3	-0.8	79	-3	-16
[70] O=C(Nc1ccc(OC(F)F)c(Cl)c1)Nc1ccc2c(c1)OCO2
→ -6	41	-17	101	2	-1.5	60	13	-13
[71] CS(=O)(=O)N(CC(=O)Nc1ccccc1Sc1ccccc1)c1ccc(F)cc1
→ -14	/	-1	/	-12	-0.87	/	-1	/
[72] CC1(C)CC(=O)C2=C(C1)Nc1nc(SCCN3CCOCC3)[nH]c(=O)c1C2c1cccs1 (stereo not drawn)
→ -28	96	-88	103	-13	0.88	100	9	-4
[73] CCc1sc(N(C(=O)Cc2ccccc2)c2ccc(F)cc2)nc1-c1ccccc1
→ 1	/	-5	/	6	-0.17	/	10	/
[74] CCCCOC(=O)Nc1nc2ccccc2s1
→ -31	96	-22	101	9	0.08	95	6	2
[75] Cc1nn(CC(=O)NCCN2CCOCC2)c(C)c1[N+](=O)[O-]
→ 1	/	-6	/	-6	-1.1	/	1	/
[76] CC(=O)NC(Cc1ccccc1C)C(=O)NC1CCN(c2c3c(nc4ncnn24)CCC3)CC1 (stereo not drawn)
→ /	97	/	102	/	/	89	/	-5
[77] CC(C)c1ccc(C2CC(=O)N3CN(C)CSC3=C2C#N)cc1 (stereo not drawn)
→ -30	60	8	100	8	/	92	-5	-4
[78] Cc1cc2oc(=O)cc(CN3CCCCC3C)c2c(C)c1Cl (stereo not drawn)
→ -42	83	-32	90	13	0.74	79	5	-2
[79] COc1ccc(S(=O)(=O)n2cnc3cc(C)c(C)cc32)cc1C
→ -8	88	-2	98	-4	1.8	77	-23	-1

Screening results: PubChem BioAssay, several laboratories
